Screening data: PubChem, NCI
NCI-60 one-dose screen, 48 h, at 10 µM unless noted. Numbers give growth in % (100 = growth as untreated, 0 = no growth, -100 = all killed).
HCT-116 = HCT-116 colon cancer; AID 1794798; 82,000 compounds, 7.3% hits
HCC-2998 = HCC-2998 colon cancer. 79,000 compounds, 4.7% hits
SF-539 = SF-539 CNS cancer; AID 1794752; 81,000 compounds, 6.8% hits
SF-295 = SF-295 CNS cancer cells; 79,000 compounds, 5.6% hits; AID 1794758
SNB-19 = SNB-19 CNS cancer cells | 81,000 compounds, 2.5% hits
SF-268 = SF-268 CNS cancer cells; 82,000 compounds, 3.1% hits
U251 = U251 CNS tumor cells; 80,000 compounds, 5.4% hits; AID 1794753
KM12 = KM12 colon cancer cells; 82,000 compounds, 5% hits; AID 1794800
SNB-75 = SNB-75 CNS cancer | 79,000 compounds, 5% hits | AID 1794750
The depositor's hits bear a star; . = not tested or not shown; & = joins results of further samples. The calls were made as follows: active = growth percent below 10; inactive = the rest.

| SMILES | HCT-116 | U251 | SNB-19 | KM12 | SF-295 | SF-268 | SNB-75 | SF-539 | HCC-2998 |
| --- | --- | --- | --- | --- | --- | --- | --- | --- | --- |
| COc1cc(N2C(=O)CC(c3ccc4c(c3)OCO4)C3C2=NC(=O)N3C)cc(OC)c1OC (centres undefined) | 102 | 112 | 103 | 105 | 96 | 102 | 98 | 103 | 113 |
| CC(=O)c1nnc(CCC(=O)c2nc3ncccc3[nH]2)o1 | 103 | 103 | 96 | 99 | 105 | 96 | 87 | 101 | 109 |
| COc1cc(/C=C(\C)c2ccc3c(c2)OCO3)cc(OC)c1OC | 85 | 89 | 92 | 96 | 98 | 88 | 87 | 96 | 101 |
| Cn1c2nc3ccccc3c-2nc2ccccc21 | 81&93 | 90&91 | 83&89 | 84&92 | 107&97 | 98&97 | 81&101 | 77&92 | 102&118 |
| N#Cc1nnn(-c2ccc(S(N)(=O)=O)cc2)c1NCC(=O)c1ccccc1 | 95 | 94 | 92 | 99 | 100 | 94 | 80 | 116 | 112 |
| O=C1CCC(NNC(=O)c2ccc([N+](=O)[O-])cc2)N1 (centres undefined) | 110 | 100 | 102 | 105 | 101 | 100 | 87 | 98 | 112 |
| O=[N+]([O-])c1ccc(-c2nnc(Cn3c(Cc4cccc5ccccc45)nc4ccccc43)o2)cc1 | 64 | 87 | 83 | 77 | 53 | 81 | 86 | 79 | 80 |
| O=C(CNc1nc(-c2cccc([N+](=O)[O-])c2)cs1)Nc1ccccc1[N+](=O)[O-] | 104 | 105 | 99 | 102 | 103 | 108 | 98 | 103 | 107 |
| COc1ccc(C(=O)/C=C/c2cc(-c3ccc4c(c3)OCO4)n[nH]2)cc1OC | 18 | 32 | 47 | 54 | 53 | 45 | 60 | 42 | 91 |
| Oc1c(Cc2ccccc2)nc2c(-c3nc4ccccc4s3)c(Nc3ccccc3)[nH]n12 | 94 | 102 | 104 | 100 | 107 | 98 | 117 | 100 | 115 |
| Nc1c2c(=O)oc3c4ccccc4nc3c2[nH]n1CCO | 94 | 90 | 103 | 97 | 95 | 100 | 99 | 99 | 101 |
| COc1ccc2[nH]c(O)c(N=NC(=O)c3cc(-c4ccc(C)cc4)nc4ccccc34)c2c1 | 78 | 88 | 95 | 95 | 108 | 80 | 95 | 92 | 115 |
| N#Cc1c(-c2ccc(Cl)cc2)nc(SCC(=O)NC2=NN=C(c3ccccc3)CS2)[nH]c1=O | 81 | 77 | 86 | 84 | 107 | 91 | 81 | 91 | 90 |
| CC1=CC(=O)C=CC1=Nc1ccc(O)cc1 | 92 | 108 | 100 | 102 | 95 | 105 | 96 | 99 | 103 |
| O=C(NC(=S)N1CC=CCC1)c1ccccc1 | 102 | 104 | 105 | 112 | 111 | 108 | 111 | . | . |
| CN(C)c1ccc(/C=C/C(=O)c2ccc(-n3cc(CN4CCN(c5cc6c(cc5F)c(=O)c(C(=O)O)cn6C5CC5)CC4)nn3)cc2)cc1 | -10* | 17 | 32 | 33 | 81 | 36 | 68 | 28 | 79 |
| CN(CC(=O)C(C(N)=O)c1ccccc1)c1ccccc1 (centres undefined) | 100 | 105 | 108 | 102 | 79 | 99 | 92 | 97 | 101 |
| Cn1c(=O)[nH]c(=O)c2nc(CCC(=O)NC(Cc3ccccc3)C(=O)O)c(=O)[nH]c21 (centres undefined) | 97 | 101 | 99 | 103 | 102 | 97 | 87 | 98 | 106 |
| O=C(N/N=C\c1ccccc1)c1ccc2nc(-c3ccc(Cl)cc3)[nH]c2c1 | 103 | 99 | 108 | 96 | 87 | 100 | 89 | 90 | 104 |
| O=C(/C=C/c1ccc2c(c1)OCO2)c1ccc(Oc2ncnc3ccccc23)cc1 | 45 | 105 | 99 | 97 | 97 | 89 | 77 | 94 | 108 |
| O=C(O)c1ccc(-n2cc(CNc3ccccc3)c(-c3ccccc3)n2)cc1 | 91 | 104 | 99 | 90 | 89 | 105 | 68 | 86 | 115 |
| COc1cc(C2c3cc(OC(C)=O)c(OC)cc3CC3C(=O)OCC32)ccc1OC(C)=O (centres undefined) | 98 | 93 | 116 | 117 | 112 | 111 | 95 | 99 | 104 |
| COc1ccc(/C=C/c2ccc(/C=C/C(=O)c3ccc(Cl)cc3)cc2)cc1 | 93 | 100 | 97 | 96 | 87 | 96 | 100 | 109 | 100 |
| CC1=NC(=S)NC(c2ccccc2)/C1=C1/CC(c2ccc(N(C)C)cc2)N(c2ccccc2)N1 (centres undefined) | 105 | 106 | 95 | 101 | 101 | 100 | 71 | 100 | 100 |
| Nc1nc(-c2ccc(Cl)cc2)cc(-c2ccc(OCc3nc4ccccc4[nH]3)cc2)n1 | 79 | 97 | 92 | 96 | 98 | 97 | 96 | 111 | 95 |
| COc1ccc(/C(C)=N/NC(=O)CSc2nc3ccccc3c(=O)n2CCc2ccc(S(N)(=O)=O)cc2)cc1 | -47* | -33* | 35 | 25 | 29 | 28 | -26* | 14 | 75 |
| O=C1[C@H]2Cc3c([nH]c4ccccc34)[C@@H](c3ccc(Cl)cc3)N2C(=O)CN1C1CCN(Cc2c(Cl)cccc2Cl)CC1 | 88 | 91 | 94 | 88 | 73 | 86 | . | 78 | 101 |
| Nc1ccc(-c2ccc(N)c(Br)c2)cc1Br | 24 | 46 | 52 | 37 | 63 | 44 | 30 | 30 | 65 |
| CCCS(=O)(=O)Nc1ccc(C(=O)/C=C2/C(=O)Nc3ccc(F)cc32)cc1 | 91 | 99 | 99 | 97 | 99 | 97 | 89 | 97 | 114 |
| CC[C@H](c1ccc2cc(OC)ccc2c1)C(C)(C)C(=O)F | . | 93 | 103 | 101 | 94 | 92 | 89 | 101 | . |

| SMILES | HCT-116 | U251 | SNB-19 | KM12 | SF-295 | SF-268 | SNB-75 | SF-539 | HCC-2998 |
| --- | --- | --- | --- | --- | --- | --- | --- | --- | --- |
| CCC(CC)NCC(C)O (centres undefined) | 98 | 107 | 111 | 109 | 106 | 102 | 85 | 97 | 92 |
| COc1cc(Nc2c3ccc(Cl)cc3nc3ccc(OC)cc23)c2ncccc2c1 | 26 | 32 | 67 | 39 | 46 | 43 | 70 | 45 | 45 |
| CC(=O)Nc1c(Cl)c(Cl)c2c(c1Cl)Cc1cc(Cl)ccc1-2 | 63 | 68 | 91 | 94 | 117 | 92 | 75 | 47 | 104 |
| Nc1ccc(C(=O)Nc2ccccc2)cc1 | 104 | 104 | 99 | 99 | 97 | 99 | 93 | 98 | 87 |
| COC(C)(c1ccccc1)c1ccc(-c2ccccc2)cc1 (centres undefined) | 96 | 96 | 100 | 95 | 99 | 100 | 95 | 102 | 100 |
| COc1ccc(C2=NOC3C(O)[C@@H]4OCC(O4)[C@H]23)cc1 (some centres undefined) | 91 | 92 | 99 | 103 | 96 | 101 | 91 | 98 | 101 |
| Nc1n[nH]c2cccc(C#Cc3cccc(NC(=O)c4cc(F)cc(F)c4)c3)c12 | 53 | 65 | 85 | 32 | 64 | 69 | 69 | 44 | 70 |
| CS(=O)(=O)OCCCS(=O)(=O)O | 104 | 105 | 116 | 112 | 121 | 110 | 106 | 125 | . |
| CSc1ncc(CO)c(N)n1 | 88 | 103 | 103 | 105 | 119 | 106 | 98 | 102 | 100 |
| CCOC(=O)c1c2c(n3ccc(NC(=O)CCN4CCCCC4)cc13)C(=O)c1ncccc1C2=O | -61* | -86* | -43* | -76* | 35 | 37 | 24 | . | -66* |
| C=CCN1CCN(c2ccncc2S(=O)(=O)N2CCN(C)CC2)CC1 | 97 | 100 | 101 | 103 | . | 111 | 85 | 97 | 102 |
| COc1ccc(/C=C2\SC(=S)N(/C=C(/C#N)C(=O)c3ccc4ccccc4c3)C2=O)cc1OC | 82 | 57 | 65 | 97 | 93 | 76 | 33 | 88 | 96 |
| COc1cccc(-n2cc(C#N)c(N)c2C(=O)c2ccc(Cl)cc2)c1 | 86 | 88 | 89 | 91 | 82 | 114 | 92 | 96 | 111 |
| C[C@]12CC[C@@H]3c4ccc(OCC(=O)O)cc4CC[C@H]3[C@@H]1CCC2=O | 103 | 104 | 103 | 105 | 111 | 91 | 83 | 97 | . |
| O=C(O)c1ccc(-n2cc(CSc3nc4ccccc4c(=O)n3-c3ccccc3)nn2)cc1 | 101 | 103 | 104 | 98 | . | 99 | 76 | 104 | 103 |
| Cc1cc(-n2cccc2)c(C)c2c1[nH]c1ccc(Cl)cc12 | 92 | 95 | 98 | 79 | 100 | 104 | 87 | 103 | 107 |
| CSc1nc(-n2ncc(C#N)c2N)c2c3c(sc2n1)CCC3 | 92 | 97 | 100 | 111 | 98 | 100 | 82 | 89 | 114 |
| S=C(S)Oc1cccc2cccnc12 | 96 | 105 | 107 | 109 | 110 | 109 | 87 | 118 | 113 |
| Cn1cnc2c1c(=O)n(CCC(=O)Nc1ccc(F)cc1)c(=O)n2C | 87 | 96 | 105 | 102 | 102 | 105 | 95 | 101 | 108 |
| COc1ccc2nc(-c3ccc(Cl)cc3)cc(C(=O)N3N=C(c4ccc(N)cc4)CC3c3ccccc3)c2c1 (centres undefined) | 35 | 51 | 50 | 19 | 24 | 48 | 44 | 43 | 70 |
| CC(=O)O[C@H]1CC[C@]2(C)[C@H]3CC[C@@H]4[C@H]5[C@H](C(C)C)CC[C@]5(C(=O)NCCN(CCN=C(N)N)CCN=C(N)N)CC[C@@]4(C)[C@]3(C)CC[C@H]2C1(C)C | 83 | 110 | 110 | 94 | 111 | 99 | . | 106 | 101 |
| CCOCCNC1=C(Cl)C(=O)c2ccccc2C1=O | 88 | 100 | 111 | 91 | 95 | 101 | 58 | 121 | 112 |
| CCOC(=O)c1noc2c1CCc1c-2cn(Cc2ccc(OC)cc2)c1-c1cc(OC)c(OC)c(OC)c1 | 8.2* | 18 | 24 | 21 | 21 | 41 | 14 | -10* | 40 |
| CCS(=O)(=O)NC(CO)C(=O)O (centres undefined) | 103 | 92 | 103 | 100 | . | 63 | 79 | 91 | 103 |
| COc1ccc(/C=C/C(=O)c2ccc(NS(=O)(=O)c3c(O)c4cc(Cl)ccc4oc3=O)cc2)cc1 | 91 | 67 | 79 | 25 | 90 | 84 | 80 | 93 | 115 |
| c1ccc(-c2nc(-c3ccccc3)n(-c3nocc3-c3ccco3)n2)cc1 | 100 | 110 | 102 | 114 | 100 | 112 | 84 | 101 | 104 |
| CC(=O)N(CC(=O)N(CC(=O)O)c1ccc(Cl)cc1)c1ccc(Cl)cc1 | 108 | 102 | 95 | 109 | 110 | 105 | 69 | 124 | 100 |
| CNN(C)c1c(C)cccc1C | 96 | 107 | 112 | 102 | 97 | 93 | 81 | 97 | 99 |
| COc1ccc2[nH]c(=O)c(CSc3ccc(Nc4nccc(-c5ccc(Cl)cc5)n4)cc3)cc2c1 | 79 | 94 | 72 | 102 | 102 | 100 | 110 | -41* | 115 |
| COc1ccc(C(=O)C(CCC(CNC(C)(C)C)C(=O)c2ccc(OC)cc2)CNC(C)(C)C)cc1 (centres undefined) | 82 | 82 | 96 | 103 | 53 | 118 | 72 | 99 | 95 |

4 entries already listed, sorted by count of non-hydrogen atoms, ascending.
| SMILES | HCT-116 | U251 | SNB-19 | KM12 | SF-295 | SF-268 | SNB-75 | SF-539 | HCC-2998 |
| --- | --- | --- | --- | --- | --- | --- | --- | --- | --- |
| CS(=O)(=O)OCCCS(=O)(=O)O | 104 | 105 | 116 | 112 | 121 | 110 | 106 | 125 | . |
| COc1ccc(C2=NOC3C(O)[C@@H]4OCC(O4)[C@H]23)cc1 (some centres undefined) | 91 | 92 | 99 | 103 | 96 | 101 | 91 | 98 | 101 |
| CSc1nc(-n2ncc(C#N)c2N)c2c3c(sc2n1)CCC3 | 92 | 97 | 100 | 111 | 98 | 100 | 82 | 89 | 114 |
| CC(=O)N(CC(=O)N(CC(=O)O)c1ccc(Cl)cc1)c1ccc(Cl)cc1 | 108 | 102 | 95 | 109 | 110 | 105 | 69 | 124 | 100 |

Further records:
| SMILES | HCT-116 | U251 | SNB-19 | KM12 | SF-295 | SF-268 | SNB-75 | SF-539 | HCC-2998 |
| --- | --- | --- | --- | --- | --- | --- | --- | --- | --- |
| Cc1cccc(NC(=O)Nc2ccc(Nc3ncnc4[nH]c(C)c(C)c34)cc2F)c1 | 107 | 106 | 91 | 108 | 103 | 99 | 78 | 70 | 125 |
| Cc1cc(Cl)ccc1Nc1nc(C(F)(F)F)ccc1C(=O)N/N=C/c1ccc(Cl)cc1 | -39* | 3.0* | 15 | 6.0* | -42* | 10 | -22* | 0.0* | -13* |
| COc1ccc(/C=c2\nc3n(-c4ccccc4)c4nnc(NN)n4n-3c2=O)cc1 | 100 | 102 | 92 | 100 | 101 | 99 | 67 | 101 | 103 |
| C/C(=N/NC(N)=S)c1sc(Nc2cccc(O)c2)nc1C | 100 | 95 | 90 | 99 | 97 | 88 | 70 | 101 | 96 |
| C[N+]1=C(C(I)C(I)c2ccc(N)cc2)C(C)(C)c2ccccc21 (centres undefined) | 94 | 34 | 94 | 96 | 97 | 96 | 83 | 96 | 103 |
| C/C(=N\N=C(/C)c1ccc(C)cc1)c1ccc(C)cc1 | 100 | 107 | 114 | 99 | 97 | 101 | 117 | 110 | 107 |
| COc1cc2c(cc1O)CC[C@@H]1[C@@H]2CC[C@]2(C)[C@@H](OCCCN(C)C)CC[C@@H]12 | -71* | -74* | -21* | -48* | -80* | -24* | -65* | -85* | . |
| c1ccc(N=NN2CCOCC2)cc1 | 103 | 103 | 115 | 119 | 92 | 114 | 82 | 110 | 114 |

Single records, from the list above.
Shown for `COc1ccc(/C=c2\nc3n(-c4ccccc4)c4nnc(NN)n4n-3c2=O)cc1` : HCT-116 = 100; U251 = 102; SNB-19 = 92; KM12 = 100; SF-295 = 101; SF-268 = 99; SNB-75 = 67; SF-539 = 101; HCC-2998 = 103
Shown for `Cc1cccc(NC(=O)Nc2ccc(Nc3ncnc4[nH]c(C)c(C)c34)cc2F)c1` : HCT-116 = 107; U251 = 106; SNB-19 = 91; KM12 = 108; SF-295 = 103; SF-268 = 99; SNB-75 = 78; SF-539 = 70; HCC-2998 = 125
